ssDAF-12 act = activates DAF-12 receptor from parasite S. stercoralis; HEK293 ssDAF-12/GRIP1 lit1-tk-luc reporter, luminescence; % of 3 µM dafachronic acid response; activation, % at 6.8 µM; 370,000 compounds, 1% hits; AID 652126;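 active means activation above the mean over all tested compounds plus 3 SD, cut at about 0.9% in these data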;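 further: 0% = DMSO-only wells and 100% = 3 µM delta7-dafachronic acid wells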
DAX1 inh-1 = DAX1 (NR0B1) inhibition, primary screen | HEK293T StAR-luciferase reporter, SF-1/DAX-1 repression relief | inhibition, % at 6.8 µM | 370,000 compounds, 1.1% hits | AID 652010;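 active means inhibition above the mean over all tested compounds plus 3 SD, cut at about 3.6% in these data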;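 further: 0% = DAX-1 cells with DMSO and 100% = cells lacking DAX-1 with DMSO; higher inhibition means more luminescence from relief of DAX-1 repression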
ADAM10 inh = inhibits human ADAM10; O14672; recombinant ADAM10, EDANS/DABCYL FRET peptide cleavage, 3 h; inhibition, % at 7 µM; 370,000 compounds, 0.62% hits;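 active means inhibition above a per-campaign cutoff equal to the mean of compounds falling between control-based bounds plus 3 SD, cut at about 20% in these data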;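 further: 0% = DMSO wells while the 100% control is not disclosed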
sPLA2-III inh = Inhibits HGIII-sPLA2 liposome hydrolysis, primary screen | inhibition, % at 12.2 µM | AID 743126 | 370,000 compounds, 0.56% hits | Q9NZ20 | QFRET BODIPY PC-A2 liposome hydrolysis, fluorescence;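 active means inhibition above mean plus 3 SD of compounds lying within the high and low control bounds, cut at about 19% in these data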;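 further: 0% = median of test compound wells and 100% = no enzyme DMSO wells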
Target sequence (Q9NZ20 whole entry, looked up): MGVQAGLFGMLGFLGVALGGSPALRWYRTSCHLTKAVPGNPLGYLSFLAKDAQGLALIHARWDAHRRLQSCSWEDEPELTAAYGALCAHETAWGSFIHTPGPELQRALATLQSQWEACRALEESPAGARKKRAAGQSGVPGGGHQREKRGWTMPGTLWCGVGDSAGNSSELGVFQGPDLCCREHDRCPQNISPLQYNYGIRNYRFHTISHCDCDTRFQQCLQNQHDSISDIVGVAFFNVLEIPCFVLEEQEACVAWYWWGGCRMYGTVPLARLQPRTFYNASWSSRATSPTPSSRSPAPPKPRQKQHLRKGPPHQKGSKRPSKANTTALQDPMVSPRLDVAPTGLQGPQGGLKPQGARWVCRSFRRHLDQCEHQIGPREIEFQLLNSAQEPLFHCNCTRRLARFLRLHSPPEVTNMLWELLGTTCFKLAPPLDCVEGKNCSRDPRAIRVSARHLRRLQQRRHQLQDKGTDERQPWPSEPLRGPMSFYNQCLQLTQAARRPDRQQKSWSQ
FXN GAA850 act = activators of GAA850 frataxin (FXN) promoter | HEK293 lucGAA850 FXN promoter luciferase reporter, 24 h; percent of 10 µM SAHA response | activation, % at 6 µM | 360,000 compounds, 0.56% hits;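 active means activation above the average of all compounds screened plus 3 SD, cutoff fixed separately per campaign, cut at about 7.5% in these data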;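 further: 0% = DMSO wells and 100% = 10 µM SAHA wells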
hgDAF12 agonist = activates the H. glycines DAF-12 receptor ligand-binding domain; HEK293 GAL4-hgDAF12 UAS-luciferase reporter, agonist luminescence; normalized to butyrate control; activation, % at 6.8 µM; 370,000 compounds, 1.8% hits;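 active means activation above a cutoff set at the mean of all screened compounds plus 3 SD, cut at about 10% in these data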;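 further: 0% = DMSO wells and 100% = sodium butyrate wells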
PLCg1 inh = inhibitors of human phospholipase C gamma1. 370,000 compounds, 0.84% hits. P19174. AID 720700. inhibition, % at 12.2 µM. purified PLC-gamma1, fluorogenic substrate, fluorescence; in the data active means inhibition above about 9.5%
PLCb3 inh = PLC-beta3 (human) inhibition, primary screen; Purified PLC-beta3, fluorogenic substrate, fluorescence; inhibition, % at 12.2 µM; 370,000 compounds, 0.18% hits; in the data active means inhibition above about 11%;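 further: 0% = median of compound wells on plate and 100% = full blocker control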
DAX1 inh-2 = NR0B1 (DAX1) inhibition | HEK293 Gal4-DAX1 luciferase reporter, luminescence | AID 504766 | P51843 | 340,000 compounds, 0.99% hits | inhibition, % at 6.75 µM;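 active means inhibition above the mean over all tested compounds plus 3 SD, cut at about 4.2% in these data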;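 further: 0% = DAX1-transfected cells with DMSO and 100% = empty-vector control cells with DMSO; inhibition shows as a rise in luminescence from relieved DAX1 repression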
Target sequence (P51843 207-470 limits assumed): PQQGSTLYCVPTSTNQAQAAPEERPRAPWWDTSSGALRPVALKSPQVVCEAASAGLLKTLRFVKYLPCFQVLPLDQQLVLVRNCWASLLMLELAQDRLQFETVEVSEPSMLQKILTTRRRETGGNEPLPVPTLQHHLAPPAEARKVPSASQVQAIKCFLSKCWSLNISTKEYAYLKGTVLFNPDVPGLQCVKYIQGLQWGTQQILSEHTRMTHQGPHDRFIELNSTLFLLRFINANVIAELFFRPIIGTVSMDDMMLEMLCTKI
ADAM17 inh = inhibits human ADAM17 | P78536 | recombinant ADAM17, EDANS/DABCYL FRET peptide cleavage | inhibition, % at 6.95 µM | 370,000 compounds, 0.83% hits;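 active means inhibition above the mean of compounds lying between control limits plus 3 SD, set per campaign, cut at about 8.5% in these data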;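 further: 0% = DMSO-only wells as the low control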
hcDAF-12 act = activates DAF-12 receptor from parasite H. contortus. HEK293 hcDAF-12 lit1-tk-luc reporter, luminescence; 0% DMSO, 100% Δ7-dafachronic acid. activation, % at 6.8 µM. 370,000 compounds, 1.4% hits. AID 652067;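 active means activation above the mean of all tested compounds plus 3 SD, cut at about 5.5% in these data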;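 further: 100% = response to 3 µM Δ7-dafachronic acid high control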
* hit, by the source's call; · = no result given.

smiles,ssDAF-12 act,DAX1 inh-1,ADAM10 inh,sPLA2-III inh,FXN GAA850 act,hgDAF12 agonist,PLCg1 inh,PLCb3 inh,DAX1 inh-2,ADAM17 inh,hcDAF-12 act
Cc1ccc2[nH]nc(C(=O)N3CCCC(C(=O)c4ccc(Cl)cc4)C3)c2c1 (stereo not given),-0.5,-0.1,7,-14,0.4,-4.4,-2,-1,-0.3,3,2.5
COc1ccc(OCC(O)CNC(=O)c2ccc(OC)cc2)cc1 (stereo not given),-1.5,-0.4,-3,6,1.0,-1.0,2,-2,2.7,-4,0.2
CCc1ccc2c(c1)C(c1ccc([N+](=O)[O-])cc1)=NNC(c1ccc(F)cc1)=N2,-0.8,0.9,3,10,2.7,2.2,5,7,1.3,2,1.4
CC(C)=CCC/C(C)=C/CNC(=O)C[C@H]1C[C@H](C(=O)N2CCOCC2)[C@@]2(CCC3CCCC3)c3[nH]c4cc(-c5ccco5)ccc4c3CCN2C1=O,-1.3,0.8,-180,-6,0.0,-4.6,-263,-423,-0.1,-55,-1.3
CCn1c(N)c(C(=O)NCc2cccnc2)sc1=S,-1.5,-0.2,2,-1,-1.7,-0.6,2,2,-0.4,1,-1.8
S=c1[nH]nc(-c2ccco2)n1/N=C/C(Cl)=C/c1ccccc1,0.7,1.2,-6,-2,8.0*,5.5,-3,-8,1.6,-1,1.9
CCC(NC(=O)CCCc1ccccc1)c1ccccc1 (stereo not given),-1.7,-0.6,-2,7,0.3,1.1,3,0,0.7,-4,-1.6
CCOC(=O)[C@@H]1[C@H]2COc3ccccc3[C@H]2N2C(=O)N(c3ccc(F)cc3)C(=O)[C@]12C,-1.2,-0.2,6,-12,1.7,1.5,2,4,0.6,0,-2.1
COc1cc(NC(=O)c2cccc3c2C(=O)N(Cc2cccnc2)C3)cc(OC)c1OC,-1.4,0.6,-2,-2,-2.4,-2.6,0,-1,-0.5,1,-3.2
Cc1ccc(/C(N)=N/OC(=O)c2cccs2)cc1,1.0*,6.5*,3,-5,2.9,21*,7,2,1.6,-1,12*
COc1ccc(C(O)c2nccn2Cc2ccccc2)cc1 (stereo not given),-1.7,-0.5,0,-5,1.8,2.5,1,0,-0.8,-7,-1.1
CS(=O)(=O)N1CCN(c2ccc(NC(=O)c3cc4ccccc4o3)cc2)CC1,-0.5,-0.1,-8,1,2.1,6.7,-6,-21,1.1,-8,-0.6
CC1CCC2(CC1)NC(=O)N(CC(=O)N1CCN(S(=O)(=O)c3ccc4c(c3)CCC4)CC1)C2=O (stereo not given),-1.2,0.5,-4,-3,1.6,-0.6,-1,-4,-0.2,-5,-0.3
C=CCNC(=S)Nc1ccc(Br)cc1F,-1.9,-1.3,12,14,1.9,-1.4,-1,-2,-1.6,2,-3.2
COc1cccc(-c2ccc(SCC(=O)N3CCN(c4ccccc4)CC3)nn2)c1,-1.6,0.1,-1,-7,0.3,4.0,-3,-4,0.2,-1,-1.0
Cc1cc(C(=O)C(=O)NC(C)C)c(C)n1-c1ccc([N+](=O)[O-])cc1,-1.8,-0.1,3,-1,1.4,-1.9,3,1,-1.0,1,-1.8
Brc1ccc2nc(-c3ccc(CN4CCC(c5nc6ccccc6[nH]5)CC4)cc3)c(-c3ccccc3)nc2c1,-1.7,-4.0,0,2,·,0.1,-9,-9,·,3,-3.6
Cc1ccc(NC(=O)C2CCCN(c3ncccn3)C2)c(C)c1 (stereo not given),-0.5,0.7,-19,-7,1.4,5.7,-7,-15,0.3,-5,1.9
Cc1cccnc1NC(=O)CSc1nnc(COc2ccc(C(C)C)cc2)n1C,-0.8,0.5,-6,3,-0.2,-3.3,0,3,0.0,-2,0.4
CS(=O)(=O)N(CC(=O)N1CCCC1)c1cccc(F)c1,-0.8,-0.7,4,1,1.4,-0.1,5,-4,-0.1,1,-3.0
CC(C)C(=O)Nc1ccc(C(=O)NNC(=O)C(c2ccccc2)c2ccccc2)cc1,-0.6,0.2,6,1,-1.0,-1.1,5,7,0.6,4,-1.5
COc1ccccc1/C=C/C=N/n1c(COc2ccccc2)n[nH]c1=S,-1.2,-0.4,-23,-6,1.9,-1.2,-11,-13,2.3,-6,-0.9
CCc1cc2c(-n3nc(C)cc3C)ncnc2s1,-1.8,-0.9,0,-1,3.6,-1.8,-4,2,3.1,-4,-2.1
COc1ccc(CCN2CCCn3c2nc2c3c(=O)n(Cc3ccccc3F)c(=O)n2C)cc1OC,-1.2,-0.6,-3,-4,1.2,-2.5,1,3,-0.3,-2,-0.6
COC(=O)[C@H](Cc1ccc(O)cc1)NC(=O)Cn1cnc(C(=O)Nc2ccc(C)c(C)c2)n1,-0.8,-1.0,-6,-13,1.6,-0.3,1,3,0.0,2,1.3
O=C(O)CSCc1c(F)cccc1Cl,-1.2,-0.1,-9,3,-2.9,-1.1,-1,0,1.5,-6,-1.5
CCc1ccc(C(=O)NNC(=O)c2cccc(N3C(=O)CCC3=O)c2)cc1,-1.0,0.0,4,-1,0.4,0.8,-13,6,-1.1,1,-0.1
O=C(NC(=S)Nc1cccc(NC(=O)c2ccccc2Cl)c1)c1cccs1,-1.5,0.0,5,6,0.6,-1.4,0,-2,-0.3,1,0.5
COc1ccc(CCNC(=O)C2CCN(S(=O)(=O)c3ccc4nc5c(c(C(=O)O)c4c3)CCCC5)CC2)cc1OC,-0.2,0.8,-6,-5,-1.0,-1.9,-5,-12,-0.2,-1,0.1
O=C(Cc1ccc(-c2ccccc2)cc1)NCc1cccnc1,-1.4,-2.3,-3,3,-3.2,0.1,-1,-2,-2.1,-3,0.2
O=C(COc1ccc(Cl)cc1Cl)NNC(=S)NC(=O)c1ccco1,-0.9,-0.3,9,-6,0.0,2.2,3,-17,0.0,-1,-1.2
COc1ccc(NC(=O)COc2ccc(N(C)S(=O)(=O)c3ccc(Cl)cc3)cc2)cc1,-2.0,-2.6,15,-18,1.2,1.7,1,-4,0.4,2,-1.5
O=C(NCc1ccccc1Cl)C1CCC(CNS(=O)(=O)c2cccc3cccnc23)CC1 (stereo not given),-1.4,-1.8,1,5,·,-1.1,-2,-10,·,1,-0.7
CCOC(=O)C1CCCN(C(=O)CCc2ccccc2)C1 (stereo not given),-1.1,0.6,-6,12,-0.9,-2.1,3,0,-0.4,4,-1.0
CCOC(=O)C1CCN(C(=O)C2CCCN2S(=O)(=O)c2ccc(Cl)cc2)CC1 (stereo not given),-1.1,-0.3,3,5,0.8,-0.1,-1,-6,-1.0,-2,-0.2
O=C(CSc1nnc(-c2ccco2)n1-c1ccccc1)NCc1ccc2c(c1)OCO2,-1.6,-1.0,-2,-3,0.0,0.4,0,-1,-1.5,-3,-0.6
Cc1ccccc1OCCSc1nc(N(C)C)nc(N(C)C)n1,-1.4,-0.1,-3,-3,1.1,-0.9,3,3,0.0,1,-1.5
O=C(Cc1ccccc1)N1O[C@H]2C=C[C@@H]1CC2,-1.0,0.3,-5,3,0.1,-0.2,-2,0,-0.1,0,0.3
CCOC(=O)c1sc(NC(=O)CN2C(=O)c3cccc4cccc(c34)C2=O)nc1C,-0.6,0.5,-17,11,-0.3,3.3,0,-3,0.6,-4,0.0
Cn1cc(Cl)c(-c2n[nH]c(=S)n2C2CCCCC2)n1,-1.7,-0.3,-1,8,0.4,0.4,2,-1,0.2,1,0.4
Cc1cc(C)cc(NC(=O)c2cccc(NC3=NC4CS(=O)(=O)CC4S3)c2)c1 (stereo not given),-0.3,1.1,-5,0,1.6,3.6,0,-2,-0.8,-3,2.9
O=C1CNCc2[nH]c3ccccc3c2N1c1ccccc1,0.1,0.3,-30,0,-0.5,5.7,-53,-73,-0.7,-5,1.9
CC[C@]12c3[nH]c4ccccc4c3CCN1C(=O)C(CC(=O)NC/C=C(\C)CCC=C(C)C)C[C@@H]2C(=O)N1CCN(C(=O)C2CC2)CC1 (stereo not given in full),-0.6,-0.9,-15,3,-5.7,-2.8,-1,-1,0.6,-6,-1.3
CC1CCCC(C)N1CC(C)(C)NS(=O)(=O)c1ccc(Cl)cc1 (stereo not given),-1.2,1.1,7,4,1.0,3.6,5,8,0.5,-2,0.8
COc1ccc(C2C(C#N)=C(N)OC3=C2C(=O)CCC3)cc1OC (stereo not given),-1.1,0.9,-7,-1,1.2,-3.1,-1,-1,-0.6,-4,-0.4
O=S(=O)(Cc1ccco1)Cc1nc(-c2ccc(Cl)cc2)cs1,-1.6,-0.3,1,-12,-0.4,0.0,0,-6,·,-1,-1.0
Cc1cc(=O)c2cc(C(=O)c3ccccc3)ccc2[nH]1,-1.1,-0.2,-3,0,1.0,0.8,-26,-38,-0.6,-3,-2.0
COc1cc(=O)oc(C=O)c1C,-0.3,-0.3,-10,-2,·,2.7,3,2,·,0,-3.0
c1ccc(C2(CNc3ccccn3)CCCC2)cc1,-1.8,-0.8,-16,0,-1.6,-2.5,-8,-6,-0.4,-7,-1.5
Cc1nc(NC(=O)C2CC2)sc1C(=O)Nc1ccccc1Cl,-1.4,0.7,-4,-1,1.3,7.2,-1,-5,0.4,-1,-0.2
COc1ccc(CCNC(=O)[C@@H]2C[C@H]2c2ccccc2)cc1OC,-1.3,-0.1,-4,-6,0.5,-1.1,-2,3,-0.4,-4,-2.2
O=C(NCc1ccco1)C1CC(c2ccc(Cl)c(Cl)c2)=NO1 (stereo not given),-1.5,0.3,-6,-1,-0.4,-1.8,-1,-7,2.7,-6,0.5
CN(CC(=O)Nc1ccc(F)c(F)c1F)C(=O)c1ccc(N2CCCC2=O)cc1,-1.0,0.8,2,-3,2.4,0.2,1,4,-0.1,0,0.7
Cc1cc(C)c2c(N)c(S(=O)(=O)c3ccccc3)sc2n1,-1.6,-0.6,-35,-7,2.6,0.1,-167,-219,-0.8,-13,-2.5
COc1ccc(C(C(=O)NC2CCCCC2)N(C(=O)c2ccco2)c2ccccc2C(C)=O)cc1 (stereo not given),-0.9,0.2,3,4,-0.2,1.7,8,-5,0.1,-4,0.3
CCc1cccc(CC)c1N(COC)C(=O)Cn1cnc2ccccc21,-1.1,0.1,3,-10,-0.9,0.3,3,-8,·,0,-2.9
NC(=O)CN(C/C=C/c1ccccc1)C/C=C/c1ccccc1,-0.9,0.0,6,2,0.6,-1.7,2,-6,0.1,0,-2.5
Cc1ccc(S(=O)(=O)N2[C@@H](c3ccc4c(c3)OCO4)C(C(=O)O)=C[C@H]2C(C)(C)C)cc1,-0.9,-1.2,-12,0,-0.3,-0.7,-4,-2,1.0,-5,-1.9

Screening data as filed in PubChem BioAssay.

Rows were taken by chance. About 6.9% of those tested had a hit in this group.
